Compound activity: PubChem BioAssay, Sanford-Burnham Center for Chemical Genomics
mouse EphA4 binding = inhibitors of EphA4 binding to KYL peptide, primary screen, biochemical, colorimetric, mouse EphA4 (AID 689); 62,000 compounds, 0.1% hits; EphA4-AP binding to KYL peptide, pNPP A405; higher % means a stronger effect; inhibition, % at 10 µM; hits with a dose series show IC50 in µM; in the data active = a potency from the dose series; inactive = the rest, 99 in 100 with inhibition below about 22%
* = called active by the depositor; & = joins results of further samples. These rows are one share of the data; count on the stated rates, not on these rows.

O=C(O)c1ccc2c(c1)C(=O)N(c1ccc(-c3nc4cc(N5C(=O)c6ccc(C(=O)O)cc6C5=O)ccc4[nH]3)cc1)C2=O
  mouse EphA4 binding: -17%

COc1ccc(-c2cn3cccnc3n2)cc1NC(=O)CC(C)C
  mouse EphA4 binding: -12%

COc1cc(NC(=O)c2cccs2)c(C(=O)OCC(=O)NC(=O)NC(C)(C)C)cc1OC
  mouse EphA4 binding: -6%

O=C(CSc1nc2ccccc2s1)N1c2ccccc2Sc2ccccc21
  mouse EphA4 binding: -19%

CCn1cc(C(=O)NCc2cccs2)c(=O)c2ccc(C)nc21
  mouse EphA4 binding: -2%

O=C(CN1CCOCC1)OCCCC1CCCCC1
  mouse EphA4 binding: 7%

CCn1nc2cc(C(=O)NCCc3cccs3)ccc2c1OC
  mouse EphA4 binding: 2%

O=C1c2cccc3c([N+](=O)[O-])ccc(c23)C(=O)N1c1ccccn1
  mouse EphA4 binding: 13%

CCOC(=O)c1c(C)n(C)c2ccc(OC)c(NC(=O)CN3CCCCC3)c12
  mouse EphA4 binding: -5%

COc1cc(NC(=O)CSc2nnc3n2C(C)(C)Cc2ccccc2-3)cc(OC)c1
  mouse EphA4 binding: -11%

Cc1ccc(/C=C/C(=O)N2CCc3ccccc3C2)cc1
  mouse EphA4 binding: -1%

CN(C)CCN(Cc1ccccc1)c1ccnc(N(C)C)c1C#N
  mouse EphA4 binding: -11%

O=C(Cn1c(C(F)(F)F)nc2ccccc21)c1ccc(Br)cc1
  mouse EphA4 binding: -7%

Cc1ccc(C(=O)NNc2cc(N3CCCC3)nc(N3CCCC3)n2)cc1
  mouse EphA4 binding: -30%

CCOc1ccc(Nc2c3c(nc4ncnn24)CC(C)CC3)cc1 (stereo unspecified)
  mouse EphA4 binding: -13%

Cc1ccc(CNC(=O)C2CCCN(C(=O)N(C)C)C2)cc1 (stereo unspecified)
  mouse EphA4 binding: -7%

Cc1ccc(-c2ccc(CCC(=O)O)n2CC2CCCO2)cc1 (stereo unspecified)
  mouse EphA4 binding: -23%

CCOC(=O)c1nc(N)c(=O)n(-c2ccccc2)n1
  mouse EphA4 binding: 11%

COc1ccc(C(=O)CC(=O)c2ccccc2O)cc1OC
  mouse EphA4 binding: 0%

NC(=O)C(c1ccc(Cl)cc1)c1ccc(Sc2ccccc2)nn1 (stereo unspecified)
  mouse EphA4 binding: 6%

CCCCOc1ccccc1NC1=NS(=O)(=O)c2ccccc21
  mouse EphA4 binding: -21%

COC(=O)c1c(C)oc2ccc(OCc3c(F)c(F)c(F)c(F)c3F)cc12
  mouse EphA4 binding: -7%

CC(=O)NCCNC(=O)[C@H](Cc1ccccc1)NC(=O)c1cccs1
  mouse EphA4 binding: -9%

CCSc1nnc(-c2cccnc2)n1Cc1ccco1
  mouse EphA4 binding: -10%

CCOc1nc(C)ccc1-c1noc(-c2ccccc2OC)n1
  mouse EphA4 binding: -5%

Laid out differently: 5 of the compounds above
mol	mouse EphA4 binding
COc1cc(NC(=O)c2cccs2)c(C(=O)OCC(=O)NC(=O)NC(C)(C)C)cc1OC	-6%
O=C(CSc1nc2ccccc2s1)N1c2ccccc2Sc2ccccc21	-19%
CCn1cc(C(=O)NCc2cccs2)c(=O)c2ccc(C)nc21	-2%
O=C(CN1CCOCC1)OCCCC1CCCCC1	7%
CCn1nc2cc(C(=O)NCCc3cccs3)ccc2c1OC	2%

Next section
O=C(c1ccco1)N(Cc1ccco1)c1ccc(O)cc1
  mouse EphA4 binding: -11%

O=C(Nc1cccc(Cl)c1)OCc1cncs1
  mouse EphA4 binding: -4%

CCn1cc(C(=O)N2CCn3c(nc4ccccc43)C2)c(=O)c2ccc(C)nc21
  mouse EphA4 binding: -14%

CCCOc1ccccc1C(=O)NCCCC(=O)O
  mouse EphA4 binding: -15%

CCOC(=O)COc1ccc2cc(-c3nc4ccccc4[nH]3)c(=O)oc2c1
  mouse EphA4 binding: -9%

O=C(Nc1ccccc1)C1CCN(c2nccs2)CC1
  mouse EphA4 binding: -21%

CCCCCCCCCCn1cc(C(C)=O)c(=O)[nH]c1=O
  mouse EphA4 binding: -2%

Cc1cccc(-c2nc(CS(=O)CC(=O)N3CCCCC3)c(C)o2)c1 (stereo unspecified)
  mouse EphA4 binding: 0%

N#Cc1nc(-c2ccc(OCc3ccc(Cl)cc3)cc2)oc1NCCCn1ccnc1
  mouse EphA4 binding: -2%

CCOC(=O)CC1(C)NC(=O)c2c(C)sc(C(=O)OCC)c2N1 (stereo unspecified)
  mouse EphA4 binding: -5%

CCc1ccc(S(=O)(=O)NCc2cn3cccc(C)c3n2)s1
  mouse EphA4 binding: -18%

COc1c(Cl)cc(C(=O)N2CCN(c3ccc(-n4c(C)ccc4C)cc3[N+](=O)[O-])CC2)cc1Cl
  mouse EphA4 binding: 6%

COc1ccc(CCNC(=O)c2ccccc2NC(=O)c2ccco2)cc1OC
  mouse EphA4 binding: -15%

O=C(CNc1cccc2ccccc12)N/N=C/C(Br)=C/c1ccccc1
  mouse EphA4 binding: -26%

NC(=O)c1cc(NC(=O)c2cccc(F)c2)c(Cl)cc1Cl
  mouse EphA4 binding: -10%

COc1ccc(/C=C2\C(=O)NC(=O)N(c3cc(C)cc(C)c3)C2=O)cc1I
  mouse EphA4 binding: -7%

Cc1nc(C(=O)Nc2cccc(Cl)c2Cl)nn1-c1cc(OC(C)C)c(Cl)cc1Cl
  mouse EphA4 binding: -3%

CC(C)CCOc1ccc(-c2c(=O)n(OCc3ccc([N+](=O)[O-])cc3)c3ccccc3[n+]2[O-])cc1
  mouse EphA4 binding: -3%

O=C1OC(Nc2ccc3c(c2)OCO3)c2ccccc21 (stereo unspecified)
  mouse EphA4 binding: 4%

O=C(CSCc1cccc(Cl)c1)NCc1ccc2c(c1)OCO2
  mouse EphA4 binding: -14%

CC(=O)c1ccc(NC(=S)NC(=O)c2cccnc2)cc1
  mouse EphA4 binding: -7%

O=C(/C=C/c1cc(Br)cs1)Nc1cccc([N+](=O)[O-])c1
  mouse EphA4 binding: -2%

COc1ccc(CCNC(=O)CN(c2ccc(OC)c(OC)c2)S(C)(=O)=O)cc1
  mouse EphA4 binding: -9%

Cc1ccc2nc(SCC(=O)c3cc(C)n(C)c3C)[nH]c2c1
  mouse EphA4 binding: 0%

CCOc1cccc(C(=O)Nc2cccc(OC)c2)c1
  mouse EphA4 binding: 10%

CCOC(=O)C1=C(C)Nc2nc(=S)[nH]n2C1c1ccc(Cl)cc1 (stereo unspecified)
  mouse EphA4 binding: -2%

CCOc1ccc(Cc2nc(C)c(CC(=O)N3CCCCC3)c(=O)[nH]2)cc1
  mouse EphA4 binding: -8%

CCCN(CCC)CCCNC(=O)C(=O)NCc1ccco1
  mouse EphA4 binding: -9%

CCCCOC(=O)CSC1=C(C#N)C(c2ccccc2OC)C(C#N)C(=O)N1 (stereo unspecified)
  mouse EphA4 binding: 0%

CCOC(=O)c1ccc2[nH]c(C)cc(=O)c2c1
  mouse EphA4 binding: -11%

CN(C(=O)COc1nnc(-c2cccs2)c(-c2cccs2)n1)c1ccccc1
  mouse EphA4 binding: 32%

CCc1nnc(NS(=O)(=O)c2ccc(N/C=C\C(=O)c3ccc4ccccc4c3)cc2)s1
  mouse EphA4 binding: 2%

C=CCn1c(C)cc(C(=O)COC(=O)COc2ccccc2C#N)c1C
  mouse EphA4 binding: -1%

COC(=O)C[n+]1ccccc1CCC#N
  mouse EphA4 binding: -11%

COc1cc(OC)c(C2NC(=O)NC(C)=C2C(=O)Nc2ccccc2C)cc1OC (stereo unspecified)
  mouse EphA4 binding: -5%

CCN1CCN(Cc2c(O)c(Cl)cc3c(C)cc(=O)oc23)CC1
  mouse EphA4 binding: 5%

O=C(O)c1ccc2c(c1)C(=O)N(c1ccc(NC(=O)c3ccc(Cl)cc3Cl)c(Cl)c1)C2=O
  mouse EphA4 binding: 6%

CCc1cccc(NC(=O)CN(c2ccc(OC)cc2)S(=O)(=O)c2c(C)n[nH]c2C)c1
  mouse EphA4 binding: -3%

Cc1c(NC(=O)CSc2nc3ccccc3n2C)c(=O)n(-c2ccccc2)n1C
  mouse EphA4 binding: -10%&-14%

CCOC(=O)C1=C(C)N(c2ccc(C)c(C)c2)C(=O)/C1=C\c1ccco1
  mouse EphA4 binding: -5%

Cc1ccc(/C=N/c2sc3c(c2C#N)CCC3)o1
  mouse EphA4 binding: 7%

Cc1cc(C)c(NC(=O)CC(C)(C)C)c(Cl)c1
  mouse EphA4 binding: 0%

Cc1cc(=O)oc2c1ccc1oc(/C(=N\O)c3ccc(Cl)cc3)c(C)c12
  mouse EphA4 binding: -10%

COc1ccc(N2CCN(S(=O)(=O)c3ccc4c(c3)CCCC4)CC2)c([N+](=O)[O-])c1
  mouse EphA4 binding: -10%

COc1ccc(N2CCN(C(=O)COc3ccccc3)CC2)cc1
  mouse EphA4 binding: -3%

O=C(CSc1ccc2nnc(-c3ccncc3)n2n1)Nc1ccccc1F
  mouse EphA4 binding: -4%

COC(=O)c1cc(NC(=O)CCc2ccccc2)cc(C(=O)OC)c1
  mouse EphA4 binding: 10%

Cc1ccc(S(=O)(=O)NC(=O)Nc2cc(C)ccc2F)cc1
  mouse EphA4 binding: -2%&-4%

CN(C)CCOC(=O)C1(c2ccccc2)CCOCC1
  mouse EphA4 binding: -8%&-9%

Cc1ccc2nc3c(cc(C(=O)NCC4CCCO4)c(=N)n3CCCOC(C)C)c(=O)n2c1 (stereo unspecified)
  mouse EphA4 binding: -12%

Cc1ccc(C(CC(=O)O)C2CCOC(C)(C)C2)cc1 (stereo unspecified)
  mouse EphA4 binding: -18%

Cc1cc(C(C)(C)C)cc(C)c1NC(=O)C(F)(F)F
  mouse EphA4 binding: -6%

A section from further up:
COc1ccc(N2CCN(S(=O)(=O)c3ccc4c(c3)CCCC4)CC2)c([N+](=O)[O-])c1
  mouse EphA4 binding: -10%

COc1ccc(N2CCN(C(=O)COc3ccccc3)CC2)cc1
  mouse EphA4 binding: -3%

O=C(CSc1ccc2nnc(-c3ccncc3)n2n1)Nc1ccccc1F
  mouse EphA4 binding: -4%

COC(=O)c1cc(NC(=O)CCc2ccccc2)cc(C(=O)OC)c1
  mouse EphA4 binding: 10%

Cc1ccc(S(=O)(=O)NC(=O)Nc2cc(C)ccc2F)cc1
  mouse EphA4 binding: -2%&-4%

CN(C)CCOC(=O)C1(c2ccccc2)CCOCC1
  mouse EphA4 binding: -8%&-9%

Cc1ccc2nc3c(cc(C(=O)NCC4CCCO4)c(=N)n3CCCOC(C)C)c(=O)n2c1 (stereo unspecified)
  mouse EphA4 binding: -12%
